Source: PubChem BioAssay (several laboratories)
sPLA2-III inh = Inhibits HGIII-sPLA2 liposome hydrolysis, primary screen. QFRET BODIPY PC-A2 liposome hydrolysis, fluorescence. inhibition, % at 12.2 µM. actives 0.56% (n = 370,000). AID 743126;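 active means inhibition above mean plus 3 SD of compounds lying within the high and low control bounds, cut at about 19% in these data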;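 further: 0% = median of test compound wells and 100% = no enzyme DMSO wells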
Target sequence (Q9NZ20 whole entry, looked up): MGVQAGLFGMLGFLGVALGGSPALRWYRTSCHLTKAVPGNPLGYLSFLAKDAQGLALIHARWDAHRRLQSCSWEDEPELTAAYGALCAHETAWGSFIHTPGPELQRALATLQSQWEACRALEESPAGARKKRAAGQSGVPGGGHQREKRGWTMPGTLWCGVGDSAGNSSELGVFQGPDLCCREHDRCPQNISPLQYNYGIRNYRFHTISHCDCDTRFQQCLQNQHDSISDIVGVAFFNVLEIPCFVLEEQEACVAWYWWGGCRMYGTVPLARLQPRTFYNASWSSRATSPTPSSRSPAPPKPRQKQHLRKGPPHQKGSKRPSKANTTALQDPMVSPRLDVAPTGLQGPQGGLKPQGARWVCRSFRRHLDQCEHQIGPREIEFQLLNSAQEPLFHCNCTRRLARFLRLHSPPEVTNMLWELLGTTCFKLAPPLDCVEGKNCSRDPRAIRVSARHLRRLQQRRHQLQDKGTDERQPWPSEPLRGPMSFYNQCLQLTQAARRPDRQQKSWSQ
hgDAF-12 ag = activates the H. glycines DAF-12 receptor ligand-binding domain; HEK293 GAL4-hgDAF12 UAS-luciferase reporter, agonist luminescence; normalized to butyrate control; activation, % at 6.8 µM; actives 1.8% (n = 370,000); AID 687014;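 active means activation above a cutoff set at the mean of all screened compounds plus 3 SD, cut at about 10% in these data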;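 further: 0% = DMSO wells and 100% = sodium butyrate wells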
hcDAF-12 act = activates DAF-12 receptor from parasite H. contortus; AID 652067; HEK293 hcDAF-12 lit1-tk-luc reporter, luminescence; 0% DMSO, 100% Δ7-dafachronic acid; actives 1.4% (n = 370,000); activation, % at 6.8 µM;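 active means activation above the mean of all tested compounds plus 3 SD, cut at about 5.5% in these data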;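 further: 100% = response to 3 µM Δ7-dafachronic acid high control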
SMARCA2 activ = activators of SMARCA2 function | actives 1% (n = 370,000) | activation, % at 9.1 µM | MG213 cells, MMTV-luciferase reporter, dexamethasone, overnight; in the data active means activation above about 7.8%;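 further: 0% = vehicle wells and 100% = reference activator wells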
ssDAF12 agonist = activators of S. stercoralis DAF-12 nuclear receptor; HEK293 ssDAF-12/GRIP1 lit1-tk-luc reporter, luminescence; % of 3 µM dafachronic acid response; activation, % at 6.8 µM; actives 1% (n = 370,000); AID 652126;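 active means activation above the mean over all tested compounds plus 3 SD, cut at about 0.9% in these data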;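 further: 0% = DMSO-only wells and 100% = 3 µM delta7-dafachronic acid wells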
DAX1 inh-1 = inhibits human nuclear receptor DAX1 | P51843 | HEK293 Gal4-DAX1 luciferase reporter, luminescence | inhibition, % at 6.75 µM | actives 0.99% (n = 340,000) | AID 504766;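 active means inhibition above the mean over all tested compounds plus 3 SD, cut at about 4.2% in these data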;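 further: 0% = DAX1-transfected cells with DMSO and 100% = empty-vector control cells with DMSO; inhibition shows as a rise in luminescence from relieved DAX1 repression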
Target sequence (P51843 207-470 limits assumed): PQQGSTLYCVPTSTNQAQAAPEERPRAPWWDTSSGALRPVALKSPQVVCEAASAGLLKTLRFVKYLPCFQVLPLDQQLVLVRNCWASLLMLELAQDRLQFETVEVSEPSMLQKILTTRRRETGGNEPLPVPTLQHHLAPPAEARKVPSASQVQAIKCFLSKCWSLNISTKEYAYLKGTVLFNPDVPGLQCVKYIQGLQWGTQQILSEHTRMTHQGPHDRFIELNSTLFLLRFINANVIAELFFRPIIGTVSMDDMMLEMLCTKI
DAX1 inh-2 = inhibitors of DAX1 repression of SF-1 activated StAR promoter | HEK293T StAR-luciferase reporter, SF-1/DAX-1 repression relief | inhibition, % at 6.8 µM | actives 1.1% (n = 370,000) | AID 652010;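 active means inhibition above the mean over all tested compounds plus 3 SD, cut at about 3.6% in these data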;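 further: 0% = DAX-1 cells with DMSO and 100% = cells lacking DAX-1 with DMSO; higher inhibition means more luminescence from relief of DAX-1 repression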
GC-A act = GC-A (human) enzyme activation; P16066; HEK293 GC-A cells, cGMP TR-FRET, EC30 ANP; 0% at EC30 ANP, 100% saturating ANP; actives 0.14% (n = 370,000); activation, % at 10 µM; in the data active means activation above about 40%
proKLK7 act = proKLK7 (human) activation, primary screen. P49862. purified proKLK7, EDANS-DABCYL substrate fluorescence; 100% is mature enzyme control, 0% vehicle. activation, % at 7 µM. actives 0.9% (n = 370,000). AID 652039;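 active means activation above the mean of all tested compounds plus 3 SD, computed per campaign excluding outliers beyond control limits, cut at about 13% in these data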
Target sequence (P49862 whole entry, looked up): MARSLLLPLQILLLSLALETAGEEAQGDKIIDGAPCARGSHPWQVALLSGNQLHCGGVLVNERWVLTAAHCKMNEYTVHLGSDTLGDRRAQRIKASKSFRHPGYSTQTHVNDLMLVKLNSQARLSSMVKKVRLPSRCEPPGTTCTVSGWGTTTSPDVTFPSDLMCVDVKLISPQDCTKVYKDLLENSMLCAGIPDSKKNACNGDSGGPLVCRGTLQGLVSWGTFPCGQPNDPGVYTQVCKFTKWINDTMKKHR
FXN GAA850 act = activators of GAA850 frataxin (FXN) promoter. HEK293 lucGAA850 FXN promoter luciferase reporter, 24 h; percent of 10 µM SAHA response. activation, % at 6 µM. actives 0.56% (n = 360,000). AID 540364;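 active means activation above the average of all compounds screened plus 3 SD, cutoff fixed separately per campaign, cut at about 7.5% in these data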;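 further: 0% = DMSO wells and 100% = 10 µM SAHA wells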
NPR2 activator = GC-B (human) receptor activation; actives 0.11% (n = 370,000); HEK293-GC-B cells, CNP EC30, cGMP TR-FRET; 0% at EC30 CNP, 100% saturating CNP; AID 1920062; activation, % at 10 µM; P20594;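 active means activation at 10 µM reaching about 35% in either raw or pattern-adjusted values, limit read from the data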
Numbers without * were called inactive; / = not tested or not shown.

SMILES | sPLA2-III inh | hgDAF-12 ag | hcDAF-12 act | SMARCA2 activ | ssDAF12 agonist | DAX1 inh-1 | DAX1 inh-2 | GC-A act | proKLK7 act | FXN GAA850 act | NPR2 activator
Cc1cc(C)cc(OCC(=O)Nc2ccccc2C(=O)N2CCOCC2)c1 | -5 | -0.4 | -0.8 | -1 | -1.1 | 0.7 | -0.1 | -1 | 0.3 | 1.1 | 5
O=C(CCC(=O)N1CCOCC1)NCCc1ccc(F)cc1 | 3 | 3.1 | 1.5 | -1 | -1.5 | 0.5 | 2.4 | 3 | 0.5 | 0.5 | -1
COc1ccnc(N=CNOCc2ccc(F)cc2Cl)c1C#N | 0 | 3.0 | -1.7 | 1 | -1.7 | 1.7 | 0.2 | 0 | 0.8 | 2.1 | -3
COC(=O)c1ccc(OC(=O)c2ccccc2F)cc1 | -5 | 1.2 | -4.5 | -1 | -1.0 | / | -0.2 | 1 | 0.2 | / | 2
O=C(Nc1ccc2ccccc2c1)c1ccc2[nH]c(=O)c(=O)[nH]c2c1 | -7 | 2.4 | 6.1* | 3 | 0.2 | 0.8 | 0.6 | 5 | 0.4 | -0.3 | -8
Cn1nc(-c2ccc(OCC(=O)Nc3cccnc3)cc2)c2ccccc2c1=O | -2 | -4.5 | -1.1 | -5 | -1.2 | -1.2 | -1.4 | 0 | 0.2 | -0.8 | -1
CN1CCN(/N=C/c2nc(-c3cccc([N+](=O)[O-])c3)n3ccccc23)CC1 | 10 | -1.1 | -1.3 | -5 | 0.1 | 0.7 | -1.9 | -18 | -0.7 | 1.9 | -11
Cc1ccc(C(=O)CSc2nnc(-c3ccco3)n2CC2CCCO2)cc1 (stereo unspecified) | -18 | 1.5 | -0.7 | 3 | -0.9 | 1.5 | -0.8 | 1 | -0.1 | 1.5 | -3
CC(C)OCCCNC(=O)Cc1ccc(Br)cc1 | -8 | -1.4 | 1.2 | -1 | -0.8 | 0.0 | 1.4 | 0 | 0.0 | -1.2 | 2
CC(=O)c1sc(N)c(C(=O)OC(C)C)c1C | 4 | 2.3 | -0.3 | 3 | -1.2 | 0.3 | -0.5 | 3 | -0.1 | 4.5 | 4
Cc1nc2ccc(S(=O)(=O)NCC(=O)N3CCN(c4ccccn4)CC3)cc2s1 | -4 | -3.0 | -1.7 | 0 | -1.5 | -1.5 | -0.6 | 0 | 0.0 | -1.7 | -3
Cc1ccc(S(=O)(=O)N2CCN(CC(=O)N/N=C\c3ccc(Cl)c([N+](=O)[O-])c3)CC2)cc1 | -15 | 0.7 | -1.1 | -3 | -1.4 | -0.5 | 0.3 | -11 | 0.1 | 1.9 | -1
Cc1ccc(S(=O)(=O)N2CCC(C(=O)NNC(=O)c3cccnc3)CC2)cc1 | -3 | -2.4 | -1.7 | 4 | -1.4 | -0.6 | 1.3 | -1 | 0.5 | 1.1 | 2
CCOC(=O)c1c(S(=O)(=O)NCCc2ccco2)c(C)n(C)c1C | 8 | -3.1 | -0.2 | -4 | -0.9 | 0.3 | 0.5 | 6 | -0.6 | 0.0 | 0
CCCN1C2CCCC1CC(NC(=O)c1ccc(Br)cc1)C2 (stereo unspecified) | 11 | -2.1 | -0.9 | -1 | -1.2 | -1.9 | -0.1 | 0 | 0.0 | 1.8 | 5
COc1ccc(CCNC(=O)CSc2nc3ccccc3c3nc(CCN4CCCCC4)nn23)cc1OC | 7 | 1.7 | 5.0 | 6 | -0.5 | -0.6 | -0.2 | 4 | -0.2 | -0.8 | 2
C[C@H]1CN([C@@H](C)CO)S(=O)(=O)c2ccc(C#Cc3ccccn3)cc2O[C@@H]1CN(C)C(=O)C1CC1 | -1 | -2.2 | -1.2 | 0 | -0.6 | -0.7 | -0.6 | 4 | 0.5 | -1.0 | 2
CCc1ccc(C(=O)Nc2cc(C)ccc2F)s1 | -5 | 16* | 3.8 | 1 | -0.3 | 0.8 | 1.1 | 3 | 0.0 | 3.4 | -3
CCOc1ccc(CNc2nnnn2C)cc1 | 0 | 2.8 | 0.3 | -4 | -0.7 | -1.6 | -0.2 | 3 | -0.7 | 1.1 | 5
Cc1oc(-c2cccc(Cl)c2)nc1CN1CCCC(C(=O)NCc2ccco2)C1 (stereo unspecified) | -8 | -3.7 | -1.8 | -4 | -1.8 | -0.9 | -1.5 | -3 | -0.2 | 5.5 | -4
O=C(CS(=O)(=O)Cc1ccccc1)Nc1ccc(Cl)cn1 | -9 | -0.6 | -1.4 | -2 | -1.1 | 2.5 | -0.4 | 0 | -0.1 | 2.2 | -3
Clc1cc(/C=N\NC2=NCCN2)cc(Cl)n1 | 2 | -0.6 | -0.9 | -1 | -1.9 | / | 0.1 | -6 | -0.6 | 0.7 | -1
COc1cc(OC)c(OC)cc1/C=C1\CC(C)C/C(=C\c2cc(OC)c(OC)cc2OC)C1=O (stereo unspecified) | -5 | -5.8 | -5.7 | -5 | -2.5 | -2.4 | -1.5 | 49* | -0.3 | -2.6 | 7
O=C(CSc1nc(=O)n2cc(Cl)ccc2n1)NCCc1ccccc1 | -1 | 0.0 | -0.7 | 3 | -1.0 | 0.0 | -1.3 | -1 | -0.4 | 0.1 | -1
COc1ccc(C(OCC(O)CN(C)C2CCCCC2)c2ccc(OC)cc2)cc1 (stereo unspecified) | 4 | -1.9 | -1.0 | -1 | -1.1 | -0.3 | 0.1 | -10 | -0.6 | -2.4 | -14
Cc1c(N(C)C)nc2ccccc2c1N | 12 | 0.7 | 0.3 | 1 | -0.8 | 1.0 | 0.0 | 8 | -0.2 | 1.8 | 0
CN(CC(=O)Nc1cccc(F)c1)CC(=O)Nc1ccc(Cl)cc1[N+](=O)[O-] | -3 | 4.5 | 0.3 | 5 | -1.6 | 0.0 | -0.8 | -1 | 0.4 | 1.1 | -2
Cc1ccc2nc3n(c(=O)c2c1)-c1cc2ccccc2cc1C(=O)NC3CC(C)C (stereo unspecified) | 2 | 2.0 | -0.5 | -2 | -1.1 | -0.8 | 0.5 | 2 | -0.5 | 0.0 | 1
O=C(NCC1CC1)c1ccc2c(c1)S(=O)(=O)c1cc(Cl)ccc1C2=O | 7 | 2.4 | -1.5 | 0 | -1.2 | 0.2 | -0.6 | 9 | 0.2 | -0.6 | 9
Clc1ccc(-c2nnc(CSc3nnc(-c4cccs4)o3)o2)cc1 | -2 | 0.1 | -1.3 | 0 | -0.8 | 0.0 | 0.2 | -5 | 0.7 | 1.4 | -1
COc1cccc(N2CCN(c3ccc4nnc(CCC(=O)Nc5ccc(OC)c(OC)c5)n4n3)CC2)c1 | 0 | 2.2 | -1.1 | 3 | -0.7 | 0.4 | -0.1 | -2 | -0.2 | -0.8 | -7
Clc1ccccc1Cc1noc(CN2CCCCC2c2ccccn2)n1 (stereo unspecified) | -4 | -0.5 | -1.3 | 2 | -1.2 | 0.8 | -0.6 | -2 | 0.2 | -1.8 | 4
Cc1ccc(S(=O)(=O)CCC(=O)Nc2nnc(CC(C)C)s2)cc1 | 9 | 1.9 | -1.0 | -3 | -1.3 | -0.1 | 0.2 | 0 | -0.4 | 2.3 | -4
Cc1ccc(NC(=O)C2(C)CCN2C(=O)Cc2cc(F)ccc2F)cc1 (stereo unspecified) | -6 | 2.4 | -0.3 | -3 | -1.8 | / | -0.3 | 1 | -0.2 | -0.9 | -2
Cc1sc(NC(=O)CSc2nnnn2C(C)C)c(C#N)c1C | 3 | -1.2 | -1.3 | -2 | -0.4 | 0.8 | -0.1 | -2 | -0.2 | 0.7 | -8
O=c1ccn(CCc2c[nH]c3ccccc23)c2c1CCCC2 | -4 | 1.4 | 0.3 | 3 | -1.1 | -0.9 | 0.6 | -3 | 0.1 | 0.6 | 1
Cc1sc2nc(CN(C(=O)NCc3ccccc3)C3CCCC3)[nH]c(=O)c2c1C | -4 | -1.9 | -2.0 | -2 | -1.4 | 0.4 | 0.3 | -7 | 0.4 | 0.2 | -3
Nc1nonc1-n1nnc(C(=O)N/N=C/c2ccncc2)c1CSc1ccccc1 | 4 | 2.3 | -2.5 | 0 | -1.4 | -0.6 | 1.3 | -2 | -0.4 | -0.1 | 4
O=C(NCCCCc1ccccc1)C1CCCC1 | 2 | 1.6 | -1.2 | 0 | -1.4 | 0.2 | 0.0 | -7 | -0.7 | 4.2 | 0
COc1ccc2[nH]c(=O)c(CN(C(=O)c3cccnc3)c3cc(C)ccc3C)cc2c1 | -1 | -3.5 | -2.4 | 1 | -1.4 | -0.4 | 0.1 | 2 | 1.4 | 0.1 | -2
CCOC(=O)c1c(O)cc(C)cc1Nc1ccccc1 | 13 | 2.2 | 1.4 | -2 | -1.1 | 0.5 | 0.8 | 2 | -0.5 | 0.3 | -2
COc1ccc(S(=O)(=O)CC(O)CN2CCCC2=O)cc1 (stereo unspecified) | 9 | -0.6 | -0.3 | -4 | -1.1 | -0.2 | 0.5 | -2 | -0.6 | -1.3 | 0
COc1ccc(-c2nc(C#N)c(NCCc3ccccc3)o2)cc1OC | -2 | 6.5 | -1.7 | 7 | -0.8 | 0.3 | 0.1 | 7 | -8.5 | 8.2* | 8
CC(C)c1ccc(NC2CCCN(C(=O)c3ccccc3-c3ncc[nH]3)C2)cc1 (stereo unspecified) | 4 | -0.4 | -0.7 | -2 | -1.1 | -0.6 | -3.0 | -2 | 0.7 | 0.2 | 2
COc1cc(-c2n[nH]c(=S)n2C(C)c2ccccc2)cc(OC)c1OC (stereo unspecified) | 15 | -0.8 | 0.9 | -1 | -0.6 | 1.2 | 0.1 | -8 | -0.3 | -0.1 | -6
COc1cc(S(=O)(=O)N(Cc2ccco2)C2CCCC2)ccc1-n1cnnn1 | -15 | -0.9 | -0.2 | -1 | -1.0 | 2.8 | -0.7 | -2 | 0.4 | 2.0 | -7
COc1ccc(CCC(=O)NCCS(=O)(=O)N2CCN(c3ccccc3OC)CC2)cc1 | 1 | -2.9 | -1.8 | -3 | -1.4 | -0.6 | -1.1 | 6 | 0.2 | -6.0 | 5
CCCNC(=O)C1CC(c2ccccc2C(F)(F)F)=NO1 (stereo unspecified) | 5 | -0.3 | -2.1 | 1 | -1.0 | 0.1 | 0.0 | -1 | 0.0 | 0.8 | 1
Cc1cccc(C2CC(c3ccccc3)Nc3nc(N)nn32)c1 (stereo unspecified) | 0 | -3.4 | -1.1 | 3 | -1.0 | -1.2 | 0.4 | 1 | 1.3 | 1.0 | -3
CCC1(c2ccc(F)cc2)NC(=O)N(CC(=O)NC2CC2)C1=O (stereo unspecified) | 0 | -0.4 | -1.7 | -2 | -0.7 | 1.6 | 0.1 | 4 | -0.1 | 0.9 | 2
O=C(COc1ccccc1Cl)Nc1ccc2c(c1)OCCO2 | -14 | 10 | 1.0 | 6 | -0.2 | 3.0 | 1.9 | 2 | 0.4 | 4.4 | 2
